High-throughput results: PubChem, several laboratories
Myeloid diff MLP: myeloid differentiation induction | ER-HoxA9 myeloid progenitors, lysozyme-GFP differentiation, flow cytometry | calls only at 10 µM | hit rate 1% among 360,000 | AID 624256;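 active = normalized GFP-positive differentiation at or above the plate's own cutoff, the solvent-only control mean plus 3 SD; inconclusive = no clear call, values can overlap the other calls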;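 note: cells exposed to compound for four days before flow analysis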
GPR35 antagonists: inhibition of zaprinast-stimulated GPR35 beta-arrestin translocation – imaging, U2OS, beta-arrestin-GFP, zaprinast agonist, primary screen (AID 2058); one-dose inhibition, % at 10 µM; IC50 in µM for titrated hits; U2OS GPR35 beta-arrestin-GFP translocation imaging, zaprinast antagonism; higher % means a stronger effect; hit rate 0.052% among 290,000;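 active = inhibition of at least 50% with at least 30 cells and total cytoplasm GFP at most 10,000,000; inconclusive = under 30 cells or total GFP of 10,000,000 plus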
HIV peptide binding: cell-free HIV fusion peptide-binding blockers – biochemical, uHTS, fluorescence dequenching, primary screen (AID 1986); cell-free peptide binding, fluorescence dequenching, 30 min; higher % means a stronger effect; inhibition, % at 20 µM, or IC50 in µM where a hit was titrated; hit rate 0.3% among 290,000; in the data active = inhibition mostly above about 52%, no sharp cut-off; inactive = mostly below about 76%; note: some results filed as inactive read as strong as hits
NTR1 ag: agonists of NTR1, primary screen, imaging, U2OS cells, beta-arrestin-GFP, high content (AID 493036) | activation, % at 20 µM | P30989 | hit rate 0.17% among 330,000 | NTR1-U2OS beta-arrestin-GFP spot imaging, agonist mode;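 active = activation at or above 40% of the spot to cytoplasm intensity ratio, with at least 20 cells analyzed; inconclusive = wells under 20 cells, flagged as cytotoxic or low count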;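 note: 0% = DMSO without peptide and 100% = 100 nM NTR1 peptide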
Target sequence (P30989 whole entry, looked up): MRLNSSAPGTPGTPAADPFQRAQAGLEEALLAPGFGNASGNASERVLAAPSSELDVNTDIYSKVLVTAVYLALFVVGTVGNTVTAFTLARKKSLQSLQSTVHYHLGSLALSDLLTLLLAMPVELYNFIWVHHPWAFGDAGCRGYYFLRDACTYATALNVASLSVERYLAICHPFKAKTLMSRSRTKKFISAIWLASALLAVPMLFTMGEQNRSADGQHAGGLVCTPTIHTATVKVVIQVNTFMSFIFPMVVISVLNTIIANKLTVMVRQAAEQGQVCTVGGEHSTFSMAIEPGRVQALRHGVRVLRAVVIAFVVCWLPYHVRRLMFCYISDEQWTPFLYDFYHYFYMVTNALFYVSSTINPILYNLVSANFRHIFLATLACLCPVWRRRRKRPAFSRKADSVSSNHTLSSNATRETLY
Rac1 GTP hydrolysis: MgcRacGAP GTPase-activating activity inhibitors, confirmation, biochemical, ADP Hunter fluorescence. hit rate 0.6% among 340,000. MgcRacGAP-stimulated Rac1 GTP hydrolysis, ADP Hunter fluorescence; higher % means a stronger effect; GST-tagged Rac1 F28L mutant substrate. inhibition, % at 30 µM; hits with a dose series show IC50 in µM;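 active = first-screen hits whose inhibition reached a set limit at any dose in the follow-up dose series; inconclusive = inhibition above the set first-screen limit but never retested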;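 note: fluorescence reports GDP produced by GAP-driven GTP hydrolysis; strong numbers were not always called active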
GPR55 LPI antagonism: GPR55 antagonists blocking LPI-driven arrestin recruitment, primary screen, imaging, U2OS, beta-arrestin-GFP, LPI agonist (AID 2013) | U2OS GPR55 beta-arrestin-GFP translocation imaging, LPI antagonism; higher % means a stronger effect | one-dose inhibition, % at 10 µM; IC50 in µM for titrated hits | hit rate 0.13% among 290,000;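 active = spots per cell inhibited over 60%, with over 100 cells counted and total cytoplasm intensity under 500,000; inconclusive = wells with under 100 cells, flagged as likely toxic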;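 note: U2OS cells stably carrying GPR55 and arrestin-GFP stimulated by 5 µM LPI near EC80; imaged beta-arrestin-GFP aggregate spots per cell after agonist stimulation; plate controls were LPI-stimulated DMSO wells for no effect and DMSO wells without LPI for full effect; some results filed as inactive read as strong as hits; confirmed hits need IC50 under 10 µM and bright autofluorescent wells are also inconclusive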
LYP inhibition: PTPN22 lymphoid phosphatase activity blockers – biochemical, fluorescence intensity, uHTS (AID 1779). hit rate 0.054% among 290,000. recombinant LYP phosphatase, fluorescence intensity; higher % means a stronger effect. inhibition, % at 11.5 µM, or IC50 in µM where a hit was titrated; in the data active = inhibition above about 50%;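 note: plate controls were vehicle with enzyme for no effect and no enzyme for full effect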
Siah-1 displacement: Siah-1 peptide-binding antagonists, primary screen, biochemical, fluorescence polarization, rhodamine-plectin, uHTS (AID 1817); Siah-1 / rhodamine-plectin peptide fluorescence polarization; higher % means a stronger effect; displacement, % at 20 µM; hits with a dose series show IC50 in µM; hit rate 0.02% among 290,000;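 active = displacement of at least 50% at 20 µM, with a fluorescence ratio check between 0.3 and a set limit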;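 note: plate controls were Siah plus tracer with DMSO for no effect and tracer alone without Siah for full effect; strong numbers were not always called active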
Salmonella PhoP GFP: inhibitors of PhoP regulon expression, primary screen, Salmonella Typhimurium, GFP reporter (AID 1863). hit rate 0.16% among 300,000. S. Typhimurium PhoP-regulated promoter GFP reporter, 4 h; higher % means a stronger effect. inhibition, % at 50 µM; hits with a dose series show IC50 in µM;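 active = inhibition over 29.93%, a cutoff 3 SD above the screen mean, later confirmed by dose response; inconclusive = inhibition over 29.93% but no dose response follow-up; inactive = inhibition at most 29.93% or unconfirmed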;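 note: 0% = low Mg2+ inducing control and 100% = high Mg2+ repressing control; strong numbers were not always called active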
NTR1 ag cell count 20 µM: recorded beside NTR1 ag, whose call it bears; cell count; measured here: cell count, cytotoxicity flag
Myeloid diff MLP GFP+ MAC1+ %: also measured in Myeloid diff MLP; calls as there; GFP+ MAC1+ double positive, %; measured here: differentiation confirmed by MAC1 staining
* = called active by the depositor; i = inactive; ? = inconclusive; . = not tested or not shown; & = joins results of further samples.

#	compound	Myeloid diff MLP	Myeloid diff MLP GFP+ MAC1+ %	GPR35 antagonists	HIV peptide binding	NTR1 ag	NTR1 ag cell count 20 µM	Rac1 GTP hydrolysis	GPR55 LPI antagonism	LYP inhibition	Siah-1 displacement	Salmonella PhoP GFP
1	CCC(Sc1nc(N)c(NC(=O)c2ccc(OC)cc2)c(=O)[nH]1)C(=O)O (configuration not stated)	i	0.1	9%	1.1%	-1.6	81	9%	7%	0%	10%	-9%
2	COc1ccc2oc(=O)c(C(=O)Nc3cccc(C)c3)cc2c1	i	0.1	4%	-0.7%	1.4	38	2%	7%	-6%	6%	-15%
3	Cc1cc(C)n(CCCNCC(O)c2ccccc2)n1 (configuration not stated)	i	1.0&0.0	-1%	1.2%	2.4	82	7%&13%	0%	-8%	3%	25%
4	O=C(CNC(=O)c1sc2ccccc2c1Cl)Nc1ccccc1F	i	0.3	.	.	1.3	56	5%	.	.	.	-9%
5	O=c1c2cccnc2n(-c2ccccc2)n1Cc1c(Cl)cccc1Cl	i	0.4	7%	0.4%	7.7	84	-2%	12%	-3%	13%	-6%
6	OCCC1CN(Cc2cccn2-c2nccs2)CCN1C1CCCCC1 (configuration not stated)	i	0.2	-2%	0.2%	1.4	84	5%	-4%	-12%	-1%	-2%
7	Cc1ccc(OCC(=O)O/N=C(\N)c2cccnc2)cc1	i	0.3	7%	-0.2%	-0.9	34	5%	-5%	-6%	3%	4%
8	O=C(Nc1nc2ccsc2c(=O)s1)c1ccc(F)cc1Cl	i	0.3	5%	2.9%	0.2	47	6%	6%	-7%	33%	-2%
9	COc1ccccc1-n1c(SCC(N)=O)nc2c(c1=O)SCC2	i	1.7	8%	5.9%	-1.2	75	11%	-4%	-10%	4%	0%
10	Cc1ccccc1NC(=O)CSc1nnc(CNC(=O)c2ccco2)n1C	i	0.3	.	.	-1.6	58	4%	.	.	.	-3%
11	CCOC(=O)/C=C1\CN(CCC(C)C)S(=O)(=O)c2ccccc21	i	1.5	9%	7.0%	1.0	86	5%	-5%	-7%	10%	-11%
12	Cn1ccnc1C(O)(c1nnc(-c2ccccc2)o1)C(F)(F)F (configuration not stated)	i	1.3	-6%	1.8%	1.0	39	11%	-3%	3%	-2%	-2%
13	CC(=O)c1ccc(OCCCC(=O)Nc2cc(S(=O)(=O)N(C)C)ccc2C)cc1	i	1.0	-19%	1.1%	4.9	25	4%	6%	1%	9%	1%
14	COc1ccc(CCNC(=O)Cn2c(=O)[nH]c3ccsc3c2=O)cc1OC	i	0.1	17%	1.8%	1.1	49	9%	5%	0%	-5%	-4%
15	S=c1[nH]nc(C2CCCCC2)n1/N=C/c1cccs1	i	0.6	-6%	-3.9%	6.7	89	1%	7%	-3%	0%	-6%

3 entries from above, sorted by their value in Myeloid diff MLP GFP+ MAC1+ %, largest number first.
| cpd | Compound | Myeloid diff MLP GFP+ MAC1+ % |
| --- | --- | --- |
| 13 | CC(=O)c1ccc(OCCCC(=O)Nc2cc(S(=O)(=O)N(C)C)ccc2C)cc1 | 1.0 |
| 5 | O=c1c2cccnc2n(-c2ccccc2)n1Cc1c(Cl)cccc1Cl | 0.4 |
| 6 | OCCC1CN(Cc2cccn2-c2nccs2)CCN1C1CCCCC1 (configuration not stated) | 0.2 |

Continuation:
#	compound	Myeloid diff MLP	Myeloid diff MLP GFP+ MAC1+ %	GPR35 antagonists	HIV peptide binding	NTR1 ag	NTR1 ag cell count 20 µM	Rac1 GTP hydrolysis	GPR55 LPI antagonism	LYP inhibition	Siah-1 displacement	Salmonella PhoP GFP
16	CC/C(=N\NC(=O)CCC(=O)NCc1ccccc1)c1ccc(O)cc1	i	0.3	15%	0.2%	-0.4	42	?	-21%	-8%	7%	-2%
17	Clc1ccc(-c2nc3ncccn3c2Cl)cc1	i	0.6	4%	-1.0%	1.2	73	9%	8%	-19%	-2%	-3%
18	Cc1ccc2occ(/C=N/NC(=O)c3ccccc3Br)c(=O)c2c1	i	0.9	-6%	0.8%	0.2	59	8%	7%	-12%	-2%	9%
19	Oc1cccc(/C=N/Nc2ccc(Cl)nn2)c1	i	1.0	8%	-1.6%	1.1	83	6%	-15%	-11%	-7%	3%
20	CCC(=O)Nc1nc2ccccc2n1Cc1ccccc1Cl	i	0.5	-5%	-1.7%	0.1	55	0%	-6%	-5%	-1%	-17%
21	CCCCc1c(C)nc2nc(SCc3ccc(Cl)cc3)[nH]n2c1=O	i	0.4	4%	8.6%	.	.	.	2%	-5%	0%	9%
22	COc1ccc2[nH]c(CN3CCN(C(C)C)C(CCO)C3)c(C)c2c1 (configuration not stated)	i	0.1	3%	2.0%	-0.6	38	11%	12%	-4%	-4%	0%
23	Cc1cc(Nc2ccc(F)cc2)n2nc(C)nc2n1	i	1.5	7%	5.2%	-5.1	47	4%	5%	-4%	-2%	-5%
24	Cc1nn(-c2ccc(F)cc2)c2sc(C(=O)N3CCCCCC3)cc12	i	1.0	-3%	-2.8%	7.6	52	11%	5%	5%	2%	-1%
25	COc1ccc(NC(=O)C(=O)N/N=C/c2cccnc2)cc1	i	0.4	-1%	-0.3%	0.0	50	10%	-2%	-2%	-2%	3%
26	Nc1nc2c(nc(SCc3ccccc3Br)n2C2OC(CO)C(O)C2O)c(=O)[nH]1 (configuration not stated)	i	0.4	8%	4.3%	-0.5	36	11%	-7%	-8%	-5%	-1%
27	CC(=O)Oc1ccc2c(c1)c(C(C)=O)c(C)n2C	i	8.2	-9%	-0.7%	0.1	52	3%	0%	0%	-7%	8%
28	CCCCCCNC(=O)CCc1nc2cccnc2n1Cc1ccc(OC)cc1	i	1.5	2%	0.1%	-0.5	39	5%	14%	-6%	11%	10%
29	Cc1ccccc1NCN1C(=O)C2C3C=CC(C3)C2C1=O (configuration not stated)	i	0.9	0%	-1.2%	-0.9	52	12%	-2%	-7%	2%	9%
30	COCCNc1nc(C)c(C(C)=O)s1	i	0.4	-11%	-0.9%	2.3	35	1%	-28%	-6%	-1%	-3%

Looked up by structure from above:
#	compound	Myeloid diff MLP	Myeloid diff MLP GFP+ MAC1+ %	GPR35 antagonists	HIV peptide binding	NTR1 ag	NTR1 ag cell count 20 µM	Rac1 GTP hydrolysis	GPR55 LPI antagonism	LYP inhibition	Siah-1 displacement	Salmonella PhoP GFP
20	CCC(=O)Nc1nc2ccccc2n1Cc1ccccc1Cl	i	0.5	-5%	-1.7%	0.1	55	0%	-6%	-5%	-1%	-17%
27	CC(=O)Oc1ccc2c(c1)c(C(C)=O)c(C)n2C	i	8.2	-9%	-0.7%	0.1	52	3%	0%	0%	-7%	8%

Additional results
#	compound	Myeloid diff MLP	Myeloid diff MLP GFP+ MAC1+ %	GPR35 antagonists	HIV peptide binding	NTR1 ag	NTR1 ag cell count 20 µM	Rac1 GTP hydrolysis	GPR55 LPI antagonism	LYP inhibition	Siah-1 displacement	Salmonella PhoP GFP
31	CCN(CC)S(=O)(=O)c1cccc(NC(=O)c2ccccc2Br)c1	i	0.5	8%	0.4%	1.7	95	7%	-1%	-4%	-2%	-3%
32	COCCCNC(=O)Cn1c(=O)n(CC(=O)N2CCCCC2)c(=O)c2sccc21	i	4.1	-5%	-0.2%	-0.2	83	7%	1%	-8%	2%	-3%
33	COc1ccc(N2CCN(C(c3cccc(OC)c3OC)c3nnnn3C3CCCC3)CC2)cc1 (configuration not stated)	i	0.2	-10%	0.2%	1.4	64	18%	12%	5%	0%	-5%
34	CN1CCN(NC(=O)c2ccc(Br)s2)CC1	i	0.7	-3%	-1.2%	0.3	56	9%	4%	-6%	1%	-7%
35	Cc1cccc(C(=O)O/N=C2\CCS(=O)(=O)c3sccc32)c1	i	1.3	-19%	-2.2%	-0.3	35	0%	8%	0%	3%	-5%
36	COCCCNC(=O)CS(=O)Cc1nc(-c2cccc(OC)c2)oc1C (configuration not stated)	i	2.1	11%	-0.9%	2.5	66	9%	18%	-5%	2%	-9%
37	CCc1ccc(NC(=O)CSCCO)cc1	i	0.5	0%	0.5%	2.1	52	2%	-1%	-8%	-4%	-7%
38	Cn1c(=O)c2c(ncn2CC(=O)Nc2ccc(N3CCOCC3)cc2)n(C)c1=O	i	0.8	-26%	-0.9%	0.5	85	11%	8%	-3%	0%	2%
39	CCn1c(CNC(=O)c2ccco2)nnc1SCC(=O)Nc1cc(F)ccc1C	i	2.5	2%	1.0%	-0.7	55	6%	-1%	-8%	8%	4%
40	O=C(Nc1nc(-c2ccc(F)c(F)c2)cs1)c1cnccn1	i	0.9	-10%	-2.1%	2.2	53	10%	1%	-7%	1%	0%
41	Cc1cc([N+](=O)[O-])nn1CC(=O)NNC(=S)Nc1ccc([N+](=O)[O-])cc1	i	2.9	1%	12%	2.3	58	8%	5%	-4%	-4%	12%
42	CCC(C)NC(=O)CSc1nnc(-c2cc(OC)c(OC)c(OC)c2)c(-c2cc(OC)c(OC)c(OC)c2)n1 (configuration not stated)	i	0.8	5%	-0.6%	0.3	83	-2%	-11%	-1%	-3%	4%
43	Cc1sc2ncn(CC(=O)N3CCN(c4ccccc4F)CC3)c(=O)c2c1S(=O)(=O)N1CCOCC1	i	1.4	2%	-1.5%	0.4	41	3%	12%	-13%	8%	6%
44	CCn1c(C)c(C)c2cc(C(=O)NCCN3CCOCC3)ccc21	i	0.5	10%	0.6%	-0.1	55	8%	-4%	-12%	0%	-1%
45	Cc1cc(C=O)c(C)n1-c1ccc(N2CCCC2)c([N+](=O)[O-])c1	i	0.9	-4%	1.9%	-0.9	42	3%	8%	-6%	-3%	1%
46	COCCN1C=C(C(=O)OC)C(c2cc(Br)c(OC)c(OC)c2)C(C(=O)OC)=C1	i	1.0	3%	-1.6%	0.7	43	10%	8%	-5%	-5%	-1%
47	O=C(CNC(=O)Cn1cnc2sc3c(c2c1=O)CCCC3)NCc1ccccn1	i	2.6	11%	-1.0%	-0.3	45	0%	8%	-5%	0%	-10%
